TNAP inh no acc = TNAP (human) inhibition, acceptor-free conditions. P05186. purified TNAP, CDP-star luminescence, 30 min. inhibition, % at 20 µM. 0.26% of 200,000 active. AID 1012;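 active = tissue-nonspecific alkaline phosphatase inhibition above about 50% at 20 µM in the single-dose screen, limit read from the data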;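 note: 0% = DMSO negative control and 100% = EDTA positive control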
Target sequence (P05186 whole entry, looked up): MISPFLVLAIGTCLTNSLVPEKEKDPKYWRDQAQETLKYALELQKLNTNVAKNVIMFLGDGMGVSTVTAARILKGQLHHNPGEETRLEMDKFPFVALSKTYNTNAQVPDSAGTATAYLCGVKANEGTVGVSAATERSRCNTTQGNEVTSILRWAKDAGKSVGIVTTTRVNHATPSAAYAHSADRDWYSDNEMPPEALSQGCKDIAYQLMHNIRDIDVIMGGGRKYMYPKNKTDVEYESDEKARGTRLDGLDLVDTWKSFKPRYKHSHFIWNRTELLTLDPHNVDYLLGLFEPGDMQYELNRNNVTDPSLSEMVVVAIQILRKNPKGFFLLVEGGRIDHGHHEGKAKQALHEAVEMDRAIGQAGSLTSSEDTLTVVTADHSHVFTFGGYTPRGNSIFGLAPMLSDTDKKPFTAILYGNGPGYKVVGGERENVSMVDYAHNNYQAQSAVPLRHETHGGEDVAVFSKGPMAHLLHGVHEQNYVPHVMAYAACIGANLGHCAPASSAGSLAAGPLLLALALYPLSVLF
TNAP inh hiacc = TNAP (human) inhibition, high acceptor; purified TNAP, CDP-star luminescence, 1 M DEA; inhibition, % at 20 µM; P05186; 0.03% of 200,000 active;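 active = over 50% inhibition of tissue-nonspecific alkaline phosphatase at 20 µM in the single-dose screen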;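 note: plate controls were DMSO wells for no effect and EDTA-quenched wells as full inhibition for full effect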
PMI act hi M6P = increases human PMI activity with near-saturating mannose 6-phosphate | coupled PMI enzyme assay, resazurin fluorescence, 20 min; hits give high values; 1 = untreated enzyme, 0 = substrate-free blank | activation factor at 20 µM | 0.34% of 190,000 active;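 active = activation factor of 2 or more at 20 µM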
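test system = human PMI in coupled enzyme assay | medium = HEPES-buffered pH 7.4 with magnesium and detergent | also added = 1.0 mM mannose-6-phosphate substrate with 0.22 mM NADP+ | compound = 20 µM single dose | times = 20 min incubation at room temperature | measured by = resorufin fluorescence (Ex 544/Em 590 nm) from resazurin via diaphorase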
PMI activator = activators of human phosphomannose isomerase. P34949. purified human PMI, coupled resazurin fluorescence, 20 min; hits give high values; 1 = vehicle control, 0 substrate-free wells. activation factor at 20 µM. 0.005% of 190,000 active. AID 1214;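 active = activation factor of 2 or more at 20 µM, relative to plate controls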
NF-kB neuron act = raises NF-kB expression in human neuronal cells; NF-kB reporter expression; hits give high values; 1.6% of 190,000 active; fold change at 12.5 µM; AID 1239; in the data active = fold change above about 3.3
TNAP act hi DEA = activators of human TNAP at high phosphate acceptor concentration | P05186 | purified TNAP, CDP-star luminescence, 1 M DEA, 30 min; hits give high values; 0 = EDTA background, 1 = DMSO-only activity | activation factor at 20 µM | 200,000 tested, under 10 active;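 active = activation factor at least 2 at 20 µM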
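Assay system: human TNAP; Input: enzyme diluted 1/800 final; Reagent: CDP-star luminogenic substrate at 100 µM final; Timing: 30 min, room temperature; Signal: luminescence; Evaluation: TNAP activation factor scaled between EDTA and DMSO control wells.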
FLuc stim CS = firefly luciferase counter-screen for stimulation assays; P08659; ATPlite luciferase biochemical, luminescence, 10 min; 0 = ATP-free wells, 1 = DMSO control; activation factor at 10 µM; 200,000 tested, under 10 active;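 active = luciferase activation factor, scaled between plate controls, of at least 2 with compound at 10 µM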
Target sequence (P08659 whole entry, looked up): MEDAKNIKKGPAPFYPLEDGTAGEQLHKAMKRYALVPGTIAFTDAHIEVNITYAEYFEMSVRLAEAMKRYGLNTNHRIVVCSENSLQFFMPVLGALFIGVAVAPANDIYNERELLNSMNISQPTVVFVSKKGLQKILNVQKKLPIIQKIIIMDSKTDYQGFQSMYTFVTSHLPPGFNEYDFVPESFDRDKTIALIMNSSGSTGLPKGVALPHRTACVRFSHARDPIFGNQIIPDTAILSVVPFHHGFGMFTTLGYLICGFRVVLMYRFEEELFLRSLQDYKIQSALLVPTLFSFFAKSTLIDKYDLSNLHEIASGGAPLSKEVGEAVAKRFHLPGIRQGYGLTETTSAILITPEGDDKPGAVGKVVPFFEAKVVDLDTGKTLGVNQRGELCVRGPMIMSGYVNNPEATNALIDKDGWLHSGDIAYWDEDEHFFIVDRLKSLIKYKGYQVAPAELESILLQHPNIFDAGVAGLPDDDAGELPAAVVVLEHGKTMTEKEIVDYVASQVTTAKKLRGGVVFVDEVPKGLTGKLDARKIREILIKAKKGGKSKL
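test system = cell-free luciferase reagent | medium = PBS as buffer for the ATP substrate | dosing = test compounds dosed from 2 mM stocks in 100% DMSO | incubation = 10 min at ambient temperature | detection = luminescence measurement of luciferase light output | benchmarks = low control with PBS replacing ATP, high control enzyme plus ATP without compound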
bIAP act = increases bovine intestinal alkaline phosphatase activity; purified bovine IAP, CDP-star luminescence, 30 min; hits give high values; fold of DMSO-control signal, blank-subtracted; activation factor at 20 µM; 0.17% of 200,000 active;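 active = activation factor of 2 or more at 20 µM, a signal rise over negative controls twice the positive control's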
FLuc inh counter = inhibits firefly luciferase, flagging false hits in luciferase inhibition screens | ATPLite firefly luciferase biochemical luminescence, 10 min | inhibition, % at 10 µM | 1.5% of 200,000 active | AID 1006;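 active = inhibition above about 50% when tested at 10 µM, limit read from the data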
APP 5'UTR act = activates APP 5'UTR luciferase reporter. SH-SY5Y APP 5'UTR luciferase reporter, luminescence; zero percent = DMSO vehicle wells. 1% of 190,000 active. activation, % at 2 µM;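 active = activation above a set limit, based on mean plus 3 SD of controls, cut at about 140% in these data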; note: values of inactives mirror those of a sister screen read the other way
Active calls of the source: *; . = not tested or not shown. Rows were taken by chance. Share with any hit: about 3.6%.

smiles,TNAP inh no acc,TNAP inh hiacc,PMI act hi M6P,PMI activator,NF-kB neuron act,TNAP act hi DEA,FLuc stim CS,bIAP act,FLuc inh counter,APP 5'UTR act
CCOC(=O)Nc1c(C)n(C)n(-c2ccccc2)c1=O,-9,-4,1,1,1,1,1,0.9,1,.
Cc1cc(C)n(Cc2cc(C(=O)O)c3ccccc3n2)n1,-5,-2,1.2,1.2,1.1,1,1.1,1,-9,10
CCOc1ccccc1C1C(C#N)=C(N)Oc2n[nH]c(CC)c21 (stereo not drawn),2,-8,1,1.1,1,1.1,1.1,1,-8,4
COc1ccc(S(=O)(=O)N(C)CC(=O)Nc2cccc(C(C)=O)c2)cc1,-10,-7,1,1,0.98,1.1,1,0.9,-2,24
O=C1c2ccccc2C(=O)c2c1oc(C(F)(F)F)c2C(=O)c1ccccc1,10,1,1.3,1.3,0.38,1,1,0.9,3,10
C=C(C)C1Cc2c(C)nn(-c3cccc4ccccc34)c2C1 (stereo not drawn),-1,0,1,1,0.84,1,1,0.9,-1,0
Cc1ccc(CNC(=O)CS(=O)CC(=O)O)cc1 (stereo not drawn),-15,-6,1,1,1.1,1.1,1,0.9,-3,-5
CCN1CCN(c2nn3c(=O)c4ccccc4nc3c3ccccc23)CC1,2,-4,1,1.1,0.97,1,1.1,1,-8,3
NC(CO)C(O)c1ccc([N+](=O)[O-])cc1 (stereo not drawn),-9,-4,1,1.1,0.85,1,1.1,0.9,-12,4
Cc1ccc(-n2c(C)cc(C(=O)COc3c(CO)cc(F)cc3CO)c2C)cc1C,11,-3,1.1,0.9,1,1,1,1,1,3
CCOC(=O)C1=C(C)NC(=O)NC1c1ccc(Br)s1 (stereo not drawn),-3,-4,1,1.1,1,1,1.1,0.9,-6,6
O=C1/C(=C\c2ccco2)SC(=S)N1c1ccccc1,5,9,0.5,0.8,1.1,0.9,1,1,2,20
O=C(CCN1CCCC1Cc1ccccc1)c1ccc2c(c1)OCCO2 (stereo not drawn),-9,-6,0.6,0.5,1.2,1.1,1,1,-4,-9
Cc1ccc(C)c(N2CC(=O)N(c3cc(C)ccc3C)CC2=O)c1,-15,-5,0.8,0.9,1.6,1.1,1.1,0.9,-7,20
CCOC(=O)COc1ccc2c(=O)c(-c3ccccc3OC)coc2c1,-9,-4,0.9,0.9,1.2,1,1,0.9,-2,7
Cc1cc(C)n2nc(N)c(N=Nc3cccc(Cl)c3)c2n1,5,6,1,1,1,0.9,1,1,-4,10
Cc1cc(C)n2nc(-c3ccc(F)cc3)nc2n1,-9,-7,1,1,1.8,1.1,0.7,1,29,4
Cc1ccc(Nc2nc(C)c(CCC(C)C)c(=O)[nH]2)cc1,-1,-2,0.9,1,1.4,1,1,0.8,-4,11
O=C(Nc1nccs1)c1ccc(NC(=O)c2ccco2)cc1,-4,1,1,1,1.9,1,1,1,4,42
CCOc1cc(CNCCSc2nnnn2C)cc(Br)c1OCc1ccccc1F,-9,-7,0.9,0.9,0.7,1.1,1,0.9,-5,13
O=C(CCNC(=O)Cn1ccc2ccccc2c1=O)NCCc1ccc(Cl)cc1,-15,0,1.1,1,0.87,1,1,0.7,-1,-5
O=C(Cn1nc(C(F)F)cc1C(F)F)NNC(=S)Nc1ccc(Cl)cc1,-7,-11,1.1,1.1,1.7,1.1,1.1,0.9,-11,16
Cc1cc(C(=O)COC(=O)CCc2nc3ccccc3s2)c(C)n1C,-10,0,0.8,0.8,0.97,1,1,0.9,1,9
CN(Cc1cnn(C)c1)Cc1nc(COc2ccccc2)no1,-12,-6,1,0.9,1.3,1.1,1,1,-4,6
O=C(Nc1ccccc1F)c1ccc(CNS(=O)(=O)c2cccc(C(F)(F)F)c2)cc1,-13,-4,1.1,1,1.2,1,1,0.9,-2,-2
Cc1nn(-c2ccc(F)cc2)c(Cl)c1/C=C/C(=O)N1CCNC(=O)C1,-6,5,0.9,0.9,1.6,0.9,1,0.7,-4,-8
CC(/C=C/c1ccccc1)=N/NC(=O)CNC(=O)c1ccccc1F,-3,1,1,1,1.7,1,1,0.9,-3,10
C/C(=N\NC(=O)CN1CCN(S(=O)(=O)c2ccc(C)cc2)CC1)c1cccnc1,-7,-5,1,1,0.87,1.1,1.1,0.9,-11,-7
COC(=O)c1sccc1Oc1c(Cl)cccc1[N+](=O)[O-],-8,-6,0.9,0.9,1.1,1.1,1.1,1,-7,9
CCOc1ccccc1OCCOc1ccccc1CC,-12,-4,0.9,0.9,0.97,1,1.1,0.9,-9,-2
CCCN(c1ccc(C(C)C)cc1)S(=O)(=O)c1c(C)[nH]c(=O)[nH]c1=O,-12,-3,0.9,1,0.91,1,1.1,1,-8,7
COc1ccc(NC(=S)N/N=C2/CCCc3c(C)cc(C)cc32)cc1,-12,-5,1.1,1,1.1,1,1,0.9,-3,-13
CCC(=O)NC(=S)Nc1cc(C(=O)O)ccc1OC,-6,-2,1.1,1.2,0.95,1,1.1,1.2,-9,23
COc1ccccc1CN1C(=O)c2ccncc2C1=O,-12,-7,1.1,1.1,1.1,1.1,1.1,1,-5,-5
CCCc1nnc(NC(=O)C(C)N2C(=O)C3C4C=CC(C4)C3C2=O)s1 (stereo not drawn),-11,-4,1,0.9,0.91,1,1.1,1,-7,-4
CCOc1ccc(OCC(=O)Nc2ccc(OC)cc2)cc1,-13,-4,0.9,0.9,1.1,1,1,1,-1,3
CN=CC1=C(O)C(C(=O)OC)C(C)(C)CC1=O (stereo not drawn),-5,1,1.1,1.1,1,1,1,0.9,1,6
CC(NCc1ccccc1Cl)C(=O)Nc1ccc(S(=O)(=O)N2CCCC2)cc1 (stereo not drawn),-10,-7,1.1,1.1,1.7,1.1,1.1,1,-6,-16
COc1ccc2nc(NNC(=O)C3COc4ccccc4O3)sc2c1 (stereo not drawn),-98,-1,1.5,1.4,1,1,1.1,1,-7,-6
CC(=O)c1cc(C(=O)Nc2ccccc2C(=O)O)oc1C,8,-5,1.1,1.1,1.1,1,1,0.9,-1,24

Some entries already given, limited to PMI act hi M6P, PMI activator and FLuc stim CS.
Structure,PMI act hi M6P,PMI activator,FLuc stim CS
O=C(Nc1ccccc1F)c1ccc(CNS(=O)(=O)c2cccc(C(F)(F)F)c2)cc1,1.1,1,1
Cc1nn(-c2ccc(F)cc2)c(Cl)c1/C=C/C(=O)N1CCNC(=O)C1,0.9,0.9,1
CC(/C=C/c1ccccc1)=N/NC(=O)CNC(=O)c1ccccc1F,1,1,1

More results follow.
smiles,TNAP inh no acc,TNAP inh hiacc,PMI act hi M6P,PMI activator,NF-kB neuron act,TNAP act hi DEA,FLuc stim CS,bIAP act,FLuc inh counter,APP 5'UTR act
CCOc1cc(C)c(S(=O)(=O)Nc2ccc(Cl)cn2)cc1C,-7,-4,0.9,0.8,1,1,1,0.9,-3,14
CCCn1c(SCC(=O)Nc2cc(S(=O)(=O)N3CCOCC3)ccc2OC)n[nH]c1=O,23,3,1.1,1,1.4,1,1.1,1,-6,12
Cc1nc(N(C)Cc2ccccc2)c2nnn(Cc3ccccc3)c2n1,-4,-1,0.9,0.8,1,1,1,1,-4,-3
COC(=O)c1ccc(C2/C(=C(/O)c3ccc(OC)cc3)C(=O)C(=O)N2c2cc(C)on2)cc1 (stereo not drawn),-14,-5,1.1,1.1,1.4,1,1,1.1,3,14
O=C(CCSc1nnnn1-c1ccccc1)N1CCOCC1,-13,-3,1,0.9,1.3,1,1.1,0.9,-6,-7
O=C(CCNS(=O)(=O)c1c(Cl)cccc1Cl)OCC(=O)c1ccccc1F,7,-5,1.3,1.1,1.2,1.1,1.1,0.9,-7,8
CCOC(=O)C1(C)C=C(Nc2ccc(OCC)cc2)C(=O)N1c1ccccc1 (stereo not drawn),-13,-3,1,0.9,0.96,1,1,1.3,-4,2
CCC(=O)Nc1nnc(C(C)(C)C)s1,-13,-5,1,1,1.1,1,1.1,0.9,-10,2
CC(C)OC(=O)CSc1nc2ncc(Cl)cc2[nH]1,10,-4,1,1,1.3,1,1.1,0.9,-5,-2
CCn1nc(C)cc1-c1n[nH]c(=S)n1N,-1,-4,1.2,1.1,1.1,1,1.1,0.9,-6,2
CC(C)CNC(=O)NC(=O)COC(=O)C1CSC2(c3ccc(F)cc3)CCC(=O)N12 (stereo not drawn),0,-3,1.1,1.1,0.92,1,1.1,1.2,-9,-17
O=C(O)c1cccc(Nc2nc(-c3cccnc3)nc3ccccc23)c1,-8,-4,1.3,1.3,0.88,1,1.1,1,-6,4
CCNC(=S)N/N=C(\C)c1ccc(Cl)s1,-47,2,0.9,0.9,1.4,1,1,1,2,-2
CCc1cc2c(=O)[nH]c(-c3ccccn3)nc2s1,-82,2,0.8,1.1,0.97,1,0.6,0.9,37,34
Cc1cc(NC(=O)CSc2n[nH]c(=O)[nH]c2=O)ccc1Br,-16,-8,1,1,0.95,1.1,1,0.9,-1,11
Cc1ccc(-c2csc(NC(=O)/C=C/c3cccs3)n2)cc1C,11,-1,0.9,0.8,0.81,1,1,0.8,0,1
CCOC(=O)N1CCC(Nc2ncnc3c2cnn3-c2ccccc2)CC1,-5,-3,1,1,1.3,1,1.1,0.9,-5,5
CCOc1ccc(C(=O)NCC(=O)OCC(=O)Nc2ccccc2OCC)cc1,-11,-3,1,1,1.2,1,0.9,0.9,7,9
Cn1ccs/c1=N\S(=O)(=O)c1ccc(F)cc1,-6,0,1,1,1,1,1,1,2,-16
CC1(C)CC(=O)C(C(C2=C(O)CC(C)(C)CC2=O)c2ccc(Br)s2)C(=O)C1 (stereo not drawn),3,4,1.1,0.9,0.78,1,0.9,0.9,5,.

In the list so far, 2 contain a nitro group on carbon:
smiles,TNAP inh no acc,TNAP inh hiacc,PMI act hi M6P,PMI activator,NF-kB neuron act,TNAP act hi DEA,FLuc stim CS,bIAP act,FLuc inh counter,APP 5'UTR act
NC(CO)C(O)c1ccc([N+](=O)[O-])cc1 (stereo not drawn),-9,-4,1,1.1,0.85,1,1.1,0.9,-12,4
COC(=O)c1sccc1Oc1c(Cl)cccc1[N+](=O)[O-],-8,-6,0.9,0.9,1.1,1.1,1.1,1,-7,9

The list continues.
smiles,TNAP inh no acc,TNAP inh hiacc,PMI act hi M6P,PMI activator,NF-kB neuron act,TNAP act hi DEA,FLuc stim CS,bIAP act,FLuc inh counter,APP 5'UTR act
Cc1ccc([N+](=O)[O-])c2c1C(N1CC(C)OC(C)C1)C(C)(C)O2 (stereo not drawn),-9,0,1.1,1,1.3,1,1.1,1,-6,7
CCOC(=O)C1=C(C)N=C2SC(CC)C(=O)N2C1c1cccc(F)c1 (stereo not drawn),-7,-4,0.9,0.8,1.2,1,1,1.1,0,0
COc1ccc(CCN2C(=O)CS/C2=N\NC(=O)c2ccc(C(C)(C)C)cc2)cc1OC,-14,0,1,0.9,0.98,1,1,0.5,2,6
CCC(=O)N/C(=N/c1nc(C)cc(C)n1)Nc1ccc(OC)cc1,-2,-1,1.1,1.1,0.9,1,1.1,0.7,-11,-15
C=CCN1C(=Nc2cccnc2)SCC1(O)c1ccc(C)cc1 (stereo not drawn),-9,-3,0.9,0.9,1.1,1,1,1,-2,-4
